Screens: PubChem BioAssay, National Center for Advancing Translational Sciences (NCATS)
KCNH2 3.1 inh = KCNH2 3.1 (human) potassium channel inhibition | U2OS KCNH2 3.1, thallium flux FluxOr; stronger effect = lower value | activity change, % (tested at about 1.8 µM) | hit rate 0.95% among 340,000 | AID 720553;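 active = maximum activity change below -70%; inconclusive = maximum activity change from -70% to -50%; inactive = maximum activity change above -50%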;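 note: thallium influx rate constant from kinetic fluorescence after stimulation buffer; % is set by controls: 0 for no effect and ±100 for the full control effect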
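Thallium flux read-out: FluxOr dye with Red40 quencher in HBSS/HEPES, 45 min at RT. Rate constants from kinetic reads were normalized to positive and negative DMSO controls. Cells: U2OS virally expressing the 3.1 isoform.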
MBNL1 CUG block = inhibitors of human MBNL1 binding to CUG repeat RNA | Q9NR56 | TR-FRET MBNL1-His/biotin-(CUG)12 binding, 665/545 ratio | Potency, µM (highest dose often 57.5 µM), inactives show top-dose activity change, negative = inhibition, most hits filed as inhibitors | hit rate 0.036% among 280,000; active = well fitted inhibition curve with a large enough effect in the signal ratio, with a control signal flat, not every such curve was filed as active; inconclusive = small, poorly fitted or top-dose-only effect, or effect the other way, or a change in a side signal; inactive = no such curve, though single readings can be large or run the other way; the % refers to the signal ratio; note: potency is the fitted concentration of half-maximal effect; % is set by controls: 0 for no effect and ±100 for the full control effect
Target sequence (Q9NR56 whole entry, looked up): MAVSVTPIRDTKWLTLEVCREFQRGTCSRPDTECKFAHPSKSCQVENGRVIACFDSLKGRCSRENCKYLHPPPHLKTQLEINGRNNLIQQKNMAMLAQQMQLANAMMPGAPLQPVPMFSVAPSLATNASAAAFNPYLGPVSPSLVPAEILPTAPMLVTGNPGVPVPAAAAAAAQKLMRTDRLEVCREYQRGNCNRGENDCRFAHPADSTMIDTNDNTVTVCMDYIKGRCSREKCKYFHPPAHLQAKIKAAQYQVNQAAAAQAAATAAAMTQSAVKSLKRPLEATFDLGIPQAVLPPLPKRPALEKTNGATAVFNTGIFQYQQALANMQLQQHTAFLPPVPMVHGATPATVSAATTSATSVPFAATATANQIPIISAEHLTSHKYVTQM
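His-tagged MBNL1 binding to biotinylated (CUG)12 RNA was measured by TR-FRET using terbium anti-His antibody (0.055 ng/ul final) and streptavidin-XL665 (5 nM final). Compounds were titrated 92 nM to 58 uM; 60 min at room temperature.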
Mito fusion yeast = inhibitors of mitochondrial division or activators of mitochondrial fusion. S. cerevisiae fusion-defective mutant growth rescue, CellTiterGlo 48 h. Potency, µM (titrated, usually from 46.1 µM), inactives show at the highest dose growth rescue (activation), usual class: activators. hit rate 0.23% among 320,000. AID 485298;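 note: potency is the fitted concentration of half-maximal effect; % of control where 0% means no effect; nearly all actives have a fitted effect of over 45% in size; temperature-sensitive fusion mutants such as fzo1-1 at 37 °C on non-fermentable ethanol glycerol medium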
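Growth-rescue viability read-out: after 48 h at the non-permissive 37C in glycerol/ethanol YPEG, yeast mitochondrial fusion mutants are measured by CellTiterGlo luminescence; compounds (23 nl pinned per well) restoring growth score as division inhibitors or fusion activators.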
NPC1 promoter act = activates the NPC1 promoter; Potency, µM (highest dose often 9.22 µM), for the others: at the top dose activation, usual class: activators; hit rate 2.4% among 320,000; Huh7 NPC1 promoter luciferase reporter, 24 h;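 note: potency is the fitted concentration of half-maximal effect; % of control where 0% means no effect; nearly all actives have a fitted effect of over 60% in size; reporter is driven by a mutant NPC1 promoter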
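Luciferase expression driven by the NPC1 promoter was measured in stably transfected Huh7 cells after a 24 h compound incubation, using a luciferase reagent and a luminescence read.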
VP16 counter = Gal4-VP16 reporter inhibition counter-screen. Drosophila S2 Gal4-VP16 UAS-luciferase, luminescence, 20 h. Potency, µM (series often up to 53.6 µM), for the others: at the highest dose activity, negative = inhibition, actives largely listed as inhibitors. hit rate 3.5% among 310,000;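 note: Gal4-VP16 expression switched on by copper sulfate through the metallothionein promoter; potency is the fitted concentration of half-maximal effect; % is set by controls: 0 for no effect and ±100 for the full control effect; nearly all actives have a fitted effect of over 50% in size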
RORg inh = ROR gamma (mouse) transcription inhibition. Drosophila S2 Gal4-RORgamma UAS-luciferase reporter, 20 h. Potency, µM (doses to about 53.6 µM), inactives show top-dose activity change, negative = inhibition, usual class: inhibitors. hit rate 5.4% among 310,000. AID 2551; note: potency is the fitted concentration of half-maximal effect; % is set by controls: 0 for no effect and ±100 for the full control effect; nearly all actives have a fitted effect of over 60% in size
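Schneider cells (Drosophila), stable Gal4 DBD–ROR gamma + UAS-luc; 1 hr cmpd preincubation; Cu2+ induction 700 uM final; 20 hr ambient; luminescence.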
Menin-MLL TR inh = displaces Texas Red mutant MLL peptide from human menin | hit rate 0.23% among 270,000 | Potency, µM (highest dose often 61.6 µM), for inactives: at the top dose FP activity change, negative = inhibition, actives largely listed as inhibitors | O00255 | AID 1768 | Menin + Texas Red MLL mutant peptide, fluorescence polarization; active = well fitted inhibition curve with a large enough effect in the polarisation, with a control signal flat, not every such curve was filed as active; inconclusive = small, poorly fitted or top-dose-only effect, or effect the other way, or a change in a side signal; inactive = no such curve, though single readings can be large or run the other way; the % refers to the polarisation; note: potency is the fitted concentration of half-maximal effect; % of control where 0% means no effect; many of its hits are not listed in these tables
Target sequence (O00255 whole entry, looked up): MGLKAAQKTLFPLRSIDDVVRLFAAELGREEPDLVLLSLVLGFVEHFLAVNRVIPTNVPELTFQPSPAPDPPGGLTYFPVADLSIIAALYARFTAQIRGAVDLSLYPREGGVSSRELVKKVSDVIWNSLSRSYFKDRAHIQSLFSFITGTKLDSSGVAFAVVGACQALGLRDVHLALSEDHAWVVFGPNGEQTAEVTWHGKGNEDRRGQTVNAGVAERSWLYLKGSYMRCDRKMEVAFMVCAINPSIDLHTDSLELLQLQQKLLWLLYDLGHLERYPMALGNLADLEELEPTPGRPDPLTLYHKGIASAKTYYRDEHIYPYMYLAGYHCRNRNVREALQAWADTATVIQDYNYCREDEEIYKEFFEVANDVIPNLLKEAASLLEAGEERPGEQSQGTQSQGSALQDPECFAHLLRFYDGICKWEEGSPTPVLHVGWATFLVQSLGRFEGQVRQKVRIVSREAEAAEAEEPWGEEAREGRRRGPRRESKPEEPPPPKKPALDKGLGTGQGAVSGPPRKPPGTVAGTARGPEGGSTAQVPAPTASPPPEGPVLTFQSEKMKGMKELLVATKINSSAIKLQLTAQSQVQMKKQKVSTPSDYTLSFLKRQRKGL
FLuc counter = firefly luciferase modulation, counter-screen for miR-21 project. Potency, µM (doses to about 57.5 µM), inactives show at the highest dose activity change, negative = inhibition, actives largely listed as inhibitors. P08659. purified FLuc, Km substrates, luminescence inhibition. hit rate 6.9% among 360,000;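 note: potency is the fitted concentration of half-maximal effect; plate controls were vehicle for no effect and reference inhibitor for full effect; nearly all actives have a fitted effect of over 55% in size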
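Biochemical qHTS of compounds, final roughly 60 µM downward over six points, against 10 nM purified firefly luciferase using Km concentrations of substrates (10 uM D-luciferin, 10 uM ATP) in Tris acetate pH 7.5 buffer; luminescence output.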
ELG1 DNA repair = ELG1-dependent DNA repair inhibition; AID 504467; Potency, µM (series often up to 46.1 µM), inactives show at the highest dose activity change, negative = inhibition, usual class: inhibitors; HEK293T ELG1-luciferase reporter, luminescence, 16 h; DNA damage induced by 5-fluorouridine; hit rate 2.3% among 330,000; note: potency is the fitted concentration of half-maximal effect; % is set by controls: 0 for no effect and ±100 for the full control effect; nearly all actives have a fitted effect of over 55% in size
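Cells (2,000 per well) received 5-fluorouridine plus test compound or DMSO and were incubated 16 hr at 37 °C, 5% CO2. Luciferase activity was read by luminescence 30 min after ONE-Glo addition; signal suppression marked inhibition of damage-induced ELG1 function.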
Rab9 prom act = Rab9 promoter activation; Huh7 Rab9 promoter-luciferase reporter, luminescence, 24 h; Potency, µM (doses to about 9.22 µM), for inactives: at the highest dose activation, negative = inhibition, usual class: activators; hit rate 2.8% among 320,000; AID 485297; note: potency is the fitted concentration of half-maximal effect; % of control where 0% means no effect; nearly all actives have a fitted effect of over 60% in size
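Huh7 cells stably carrying Rab9 promoter–luciferase reporter, plated 1500 cells/well, compound added after 2 h and incubated 24 h at 37 °C; luciferase luminescence then read after 10 min with detection reagent.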
PKM2 act = activators of human pyruvate kinase M2; Potency, µM (series often up to 57.5 µM), for the others: at the top dose activation, hits mostly activators; purified PKM2, Kinase-Glo ATP luminescence, activation; response scale: 0% is enzyme alone, no compound; hit rate 0.34% among 260,000; P14618; AID 1631; note: potency is the fitted concentration of half-maximal effect; % is set by controls: 0 for no effect and ±100 for the full control effect; nearly all actives have a fitted effect of over 55% in size
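Kinase-Glo luminescence reports ATP generated from ADP (0.1 mM) and PEP (0.5 mM) by purified hPK-M2 after 1 h at room temperature, pH 7.2 imidazole buffer; intermediate enzyme activity allows detecting inhibitors and activators.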
The depositor's hits bear a star; ? = inconclusive; · = no result given; [ ] = dose if it differs, or a comment. Unless noted, calls come from the whole dose curve; as a rule, active = well fitted curve in the direction sought with a large enough effect; inconclusive = small, poorly fitted or top-dose-only effect, or another doubt; inactive = no such curve, though single readings can be large; an effect the other way counts as inactive or inconclusive. Only part of the results is shown; the hit share may differ from the screen's.

Under each structure – KCNH2 3.1 inh	MBNL1 CUG block	Mito fusion yeast	NPC1 promoter act	VP16 counter	RORg inh	Menin-MLL TR inh	FLuc counter	ELG1 DNA repair	Rab9 prom act	PKM2 act
CCCCOc1ccc(C(C)(O)CCN2CCOCC2)cc1 (centres undefined)
    8	-5%	-10%	-3%	4%	?	-12%	1%	-2%	2%	1%
CCC(C)[C@H]1CN=C(N)N1CCc1cc(C(F)(F)F)cc(C(F)(F)F)c1 (some centres undefined)
    2	-4%	-4%	-8%	-1%	11%	·	3%	?	-11%	-5%
Cc1ccc(C(=O)O/N=C(\N)c2ccccn2)c(Cl)c1
    -3	-7%	-6%	?	2.8µM*	0.71µM*	-5%	0.019µM*	?	0.71µM*	-81%
CC1CCN(C(=O)Cn2c(=O)n(CCCC(=O)NCc3ccco3)c(=O)c3sccc32)CC1
    -1	-5%	-4%	0%	-7%	2%	-11%	0%	-3%	8%	3%
Cc1ccccc1CNC(=O)C(=O)NCCC1CCCCN1S(=O)(=O)c1ccccc1 (centres undefined)
    1	·	-3%	0%	·	·	·	1%	-27%	-1%	·
Cc1ccc(-n2nnnc2SCC(=O)N2CC(=O)Nc3ccccc32)cc1
    -11	0%	-11%	1%	-4%	20%	·	2%	1%	7%	1%
CN(C)C(=S)SCC(=O)Nc1ccc(Cl)cc1Cl
    -7	5%	7%	2%	-7%	-3%	-4%	?	?	17%	2%
CN(CC(=O)Nc1ccc(F)cc1)C(=O)c1cccc(S(=O)(=O)N2CCN(c3ccccc3)CC2)c1
    ·	1%	1%	-9%	-11%	?	·	4%	-23%	4%	9%
Cc1cc(C)nc(N/N=C/c2ccccc2OCc2cccc(Br)c2)n1
    -1	5%	3%	-1%	35µM*	50µM*	12%	19µM*	21µM*	-5%	-4%
O=C(CC(C(=O)O)c1c[nH]c2ccccc12)c1ccccc1 (centres undefined)
    -15	?	22%	1%	-11%	26%	?	?	7%	7%	?
CC1(NC(=O)c2ccccc2)CCN(CCc2cccs2)C1=O (centres undefined)
    11	·	1%	1%	·	·	·	3%	1%	-5%	·
O=C(Nc1nc(-c2ccc([N+](=O)[O-])cc2)cs1)c1c(F)cccc1F
    ?	13%	2%	0%	-13%	-38%	?	2%	-1%	13%	-4%
Cc1cc(OCC(=O)Nc2ccccc2F)nc(C(C)C)n1
    10	1%	-1%	-3%	2%	4%	20%	-1%	6%	0%	-1%
CCCOc1nc2ccccc2cc1/C=C/C(=O)O
    0	18%	3%	-8%	0%	2%	?	?	-4%	1%	-1%
Cc1ccc(N(C)/N=C/c2ccc(Cl)cc2Cl)nn1
    9	-7%	-22%	22%	3%	1%	-10%	-18%	?	17%	·
c1ccc2c(c1)OCC(CNc1ncnc3nc[nH]c13)O2 (centres undefined)
    -27	-3%	-6%	-2%	?	?	0%	3%	-17%	5%	1%
CC(=Nc1ccc(O)cc1)c1sc2ccccc2c1O
    -10	?	-2%	1.8µM*	-11%[0.365 µM]	19%	-6%	2.4µM*	?	1.1µM*	1%
CCN(CC)S(=O)(=O)c1ccc(C(=O)NCC(=O)N/N=C/c2ccccc2OC)cc1
    15	12%	1%	2%	-6%	-13%	·	-1%	-10%	3%	-2%
CCOC(=O)C(=NCCOC)NNc1cc(Cl)ccc1Cl
    -13	3%	2%	-2%	5%	-2%	-16%	?	1%	2%	-5%
CC(=O)c1c(C)[nH]c(C(=O)OCC(=O)Nc2cc(S(=O)(=O)N3CCCC3)ccc2Cl)c1C
    -3	0%	-19%	-6%	?	?	-6%	0%	16µM*	-13%	-13%
Nc1ccccc1SC1CC(=O)N(c2ccccc2Cl)C1=O (centres undefined)
    -3	3%	-7%	2%	-18%	39%	-2%	-2%	-1%	-5%	-3%
COC(=O)[C@H](CCSC)NC(=O)Nc1ccc(C(C)C)cc1
    13	-7%	-4%	26%	19%	11%	9%	-9%	?	-1%	2%
O=C(Nc1ccc(Cl)c(Cl)c1)c1ccc(Cn2c(=O)[nH]c3ccsc3c2=O)cc1
    -20	61%[activator]	0%	-6%	-17%	?	1%	3%	-18%	-3%	-2%
CC(=O)Nc1ccc(NC(=O)CSc2nnc(NC(=O)C3CC3)s2)cc1
    3	3%	-1%	-6%	2%	3%	·	?	3%	14%	-1%
CNC(=O)c1cc(S(=O)(=O)NCc2ccncc2)ccc1OC
    25	-3%	3%	-3%	?	-5%	3%	1%	-13%	9%	8%
CC(C)CCNC(=O)c1nnc(Cc2ccc(Cl)cc2)o1
    -8	-1%	2%	-1%	-1%	2%	0%	-2%	10%	0%	7%
COc1cc2cc(C(=O)N3CCN(Cc4ccc5c(c4)OCO5)CC3)[nH]c2cc1OC
    2	-2%	-8%	1%	-7%	16%	-20%	2%	-12%	-1%	2%
CN1C(=O)CC(N2CCC(c3nc4ccccc4s3)CC2)C1=O (centres undefined)
    7	1%	5%	1%	5%	-4%	-16%	-12%	22%	13%	-6%
COc1ccc(CCN(C)C(=O)c2ccc(OCC(=O)N3CCOCC3)c(OC)c2)cc1OC
    4	-4%	0%	-5%	-4%	-25%	·	6%	16%	5%	-6%
CCn1c(SCc2nc3ccccc3s2)nnc1-c1cccs1
    -5	3%	-4%	18%	15%	40%	14%	15µM*	?	?	-1%
COc1ccccc1N1CCN(C(=O)c2nn(-c3ccccc3OC)c(=O)c3ccccc23)CC1
    1	2%	4%	-2%	?	?	-14%	-1%	?	-4%	5%
C=CCn1c(Sc2nnc(C)s2)nc2c1c(=O)[nH]c(=O)n2C
    -3	-6%	-1%	1%	4%	-1%	4%	3%	22%	-5%	2%
Cc1c(N=C2NN=C(c3c[nH]c4ccccc34)CS2)c(=O)n(-c2ccccc2)n1C
    -47	?	-1%	12%	-7%	30%	·	-11%	-3%	4%	2%
Cn1c(=O)oc2cc(S(=O)(=O)N3CCOCC3)ccc21
    20	-6%	-3%	·	-13%	-1%	11%	4%	·	·	29%
COc1ccccc1-c1nnc2n1N=C(C(C)(C)C)CS2
    -12	-1%	3%	1%	8%	-3%	13%	6%	-3%	1%	6%
O=C(O)C1CC(c2ccccc2F)=NO1 (centres undefined)
    4	-3%	-4%	-1%	0%	0%	-1%	-2%	6%	8%	5%
COc1cc(OC)c2c(-c3cccc(-c4cccc(C)c4)c3)cc(=O)oc2c1
    -11	·	·	·	-6%	2%	-13%	·	?	·	·
O=C(Nc1ccc2c(c1)CCC2)c1ccc(Br)o1
    9	-6%	5%	3.5µM*	-5%	1%	-5%	6.7µM*	?	3.2µM*	3%
c1ccc2c(c1)CC(CN1CCNCC1)O2 (centres undefined)
    8	0%	2%	-3%	-4%	?	-3%	5%	0%	10%	2%
COc1ccc(S(=O)(=O)N(C)c2nc3ccccc3n3c(CC(C)C)nnc23)cc1
    -8	0%	?	-2%	-7%	44%	-11%	-2%	-19%	4%	·
Cc1ccc(NC(=O)CSc2nnc(/N=C/N(C)C)s2)cc1
    -7	1%	-1%	2%	-21%	18µM*	12%	9%	-9%	2%	3%
COc1ccc(CNC(=O)C2(c3ccc(Cl)cc3)CC2)cc1
    ·	-11%	-3%	1%	5%	10%	-8%	0%	1%	2%	9%
C#CCNC(=O)C1=C[C@H](C2CCCCC2)C[C@H](OCCCCO)O1
    -2	5%	-4%	1%	2%	2%	-18%	6%	5%	-3%	1%
